Assay outcomes deposited in PubChem by several laboratories.
Fh CTSL1 inh – counter-screen for PFM18AAP inhibitors: inhibitors of F. hepatica cathepsin L1 | inhibition, % at 5.96 µM | hit rate 0.49% among 300,000 | recombinant F. hepatica cathepsin L1, Z-Leu-Arg-MCA fluorescence;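 active = inhibition above the mean of all tested compounds plus 3 SD, set per screening campaign, cut at about 17% in these data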;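 also: 0% = plate median of test compound wells and 100% = 1 µM Z-Phe-Ala-diazomethylketone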
PP5 inh – blocks human protein phosphatase 5 activity; purified PP5c, OMFP substrate fluorescence; hit rate 0.18% among 320,000; inhibition, % at 6.7 µM;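 active = inhibition above the campaign's mean inhibition across all tested compounds plus 3 SD, cut at about 9.5% in these data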;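 also: 0% = DMSO only and 100% = 100 µM cantharidin control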
PP1 inh – counter-screen for PP5 inhibitors: inhibitors of human PP1-alpha; P62136; purified PP1alpha, OMFP fluorescence; inhibition, % at 6.7 µM; hit rate 0.9% among 320,000; AID 2235;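 active = inhibition above the mean inhibition of all tested compounds plus 3 SD, computed separately for each screening campaign, cut at about 15% in these data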
Target sequence (P62136 whole entry, looked up): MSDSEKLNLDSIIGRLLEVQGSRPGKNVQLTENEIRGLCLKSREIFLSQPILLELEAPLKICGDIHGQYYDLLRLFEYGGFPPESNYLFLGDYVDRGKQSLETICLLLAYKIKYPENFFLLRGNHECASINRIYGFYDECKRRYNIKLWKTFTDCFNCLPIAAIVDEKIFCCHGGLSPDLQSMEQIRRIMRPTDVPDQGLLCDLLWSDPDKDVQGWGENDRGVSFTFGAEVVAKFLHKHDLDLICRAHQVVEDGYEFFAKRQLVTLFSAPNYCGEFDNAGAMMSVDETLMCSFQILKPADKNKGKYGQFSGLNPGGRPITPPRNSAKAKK
GASC-1 inh – blocks human GASC-1 demethylase activity. Q9H3R0. GST-JMJD2C(1-420) H3K9me3 demethylation, DELFIA europium. inhibition, % at 2.35 µM. hit rate 0.069% among 330,000;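 active = more than half of a compound's replicate wells show inhibition beyond 50%, single wells judged on their own value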;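 also: signal counts dimethyl H3K9 product captured on neutravidin plate; 0% = median of DMSO wells and 100% = 0.3 times that DMSO median; strong numbers were not always called active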
TPT1 inhibitor – C. albicans TPT1 enzyme inhibition | recombinant caTPT1, FP RNA substrate dephosphorylation | inhibition, % at 5 µM | AID 1962 | hit rate 0.81% among 300,000;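 active = inhibition above the mean of all tested compounds plus 3 SD, set per screening campaign, cut at about 24% in these data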;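 also: plate controls were DMSO alone for no effect and ferristatin control at 100 nM for full effect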
Efflux pump mplx – inhibitors of Candida antifungal efflux pumps expressed in yeast; S. cerevisiae Candida pump triplex, Nile Red efflux; inhibition, % at 10 µM; hit rate 0.44% among 330,000;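 active = plate passing quality check with inhibition over a set limit, or well fluorescence over plate mean plus 4 SD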;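 also: Nile Red retained in pooled yeast measured as flow cytometry median fluorescence; 0% = buffer negative control and 100% = Enniatin B positive control; higher means more Nile Red kept so more efflux inhibition; some compounds called inactive have numbers as strong as hits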
PREPL inh – inhibits the human prolyl oligopeptidase-like enzyme; Q4J6C6; recombinant PREPL, fluorescence polarization activity-based probe; inhibition, % at 5.96 µM; hit rate 0.68% among 320,000; AID 2751; in the data active = inhibition above about 43%;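 also: 0% = enzyme with DMSO and 100% = wells lacking enzyme; many of its hits are not listed in these tables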
Target sequence (Q4J6C6 whole entry, looked up): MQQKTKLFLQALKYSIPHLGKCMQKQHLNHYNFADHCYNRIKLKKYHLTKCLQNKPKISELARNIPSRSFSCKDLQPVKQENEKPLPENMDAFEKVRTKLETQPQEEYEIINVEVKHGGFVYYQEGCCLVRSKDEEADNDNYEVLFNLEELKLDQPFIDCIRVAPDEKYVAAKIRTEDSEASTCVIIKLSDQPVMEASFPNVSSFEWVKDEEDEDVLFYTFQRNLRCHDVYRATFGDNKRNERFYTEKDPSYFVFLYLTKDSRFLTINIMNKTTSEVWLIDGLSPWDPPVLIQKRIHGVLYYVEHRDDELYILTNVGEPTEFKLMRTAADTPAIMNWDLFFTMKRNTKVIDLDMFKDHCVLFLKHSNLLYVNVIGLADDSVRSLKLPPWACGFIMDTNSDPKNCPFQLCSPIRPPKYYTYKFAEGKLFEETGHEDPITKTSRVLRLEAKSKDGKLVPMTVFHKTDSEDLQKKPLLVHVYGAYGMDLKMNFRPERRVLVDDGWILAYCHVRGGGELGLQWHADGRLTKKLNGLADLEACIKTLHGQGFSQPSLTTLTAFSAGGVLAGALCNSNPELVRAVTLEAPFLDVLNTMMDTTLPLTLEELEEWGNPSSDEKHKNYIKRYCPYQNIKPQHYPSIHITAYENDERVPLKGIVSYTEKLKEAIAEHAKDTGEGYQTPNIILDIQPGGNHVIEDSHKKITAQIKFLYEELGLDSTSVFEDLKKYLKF
LYPLA2 inh – blocks human lysophospholipase 2, a PME1 counter-screen. O95372. recombinant LYPLA2, FP-Rh probe fluorescence polarization. inhibition, % at 5.9 µM. hit rate 0.38% among 320,000;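 active = inhibition above the screen-wide mean plus 3 SD, limit set per campaign, cut at about 26% in these data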;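 also: 0% = LYPLA2 with DMSO and 100% = wells lacking LYPLA2 enzyme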
core dimer inh – blocks dimerization of HCV core protein | TR-FRET GST/Flag-core106 dimerization, 1536-well | inhibition, % at 5 µM | hit rate 0.33% among 300,000 | AID 1899;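 active = inhibition above the mean of all tested compounds plus 3 SD, set per screening campaign, cut at about 45% in these data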
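Assay system: Tagged HCV core106 pair (GST and Flag) | Buffer or medium: KF-containing HEPES buffer, pH 7.45, DTT, CHAPS, BSA | Also added: Eu donor and XL665 acceptor anti-tag antibodies | Dosing: One concentration, 5 µM, in 0.5% DMSO | Timing: 4 h at 22.5 °C | Technique: TR-FRET 671 and 617 nm emission | Repeats: Singlicate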
Numbers without * were called inactive; x = no result given.

Each structure is followed by: Fh CTSL1 inh	PP5 inh	PP1 inh	GASC-1 inh	TPT1 inhibitor	Efflux pump mplx	PREPL inh	LYPLA2 inh	core dimer inh
O=C1Nc2ccccc2N=C(c2ccccc2)C1N1CCOCC1 (stereo not given)
    -0.9	3.9	-4.5	-5.4	0.8	0.1	19.8	2.1	-2.6
Cc1ccc(C2=NN(CCC(=O)NC3CCCC3)C(=O)CC2)cc1
    -2.7	-0.5	-2.8	-0.4	-0.6	-0.2	-1.8	1.6	-2.6
O=C(Nc1nc(-c2ccccc2)cs1)C1CCCN(S(=O)(=O)c2cccc([N+](=O)[O-])c2)C1 (stereo not given)
    -1.2	0.0	0.6	20.7	-1.1	0.0	-4.4	-23.9	46.1*
CCOc1ccc(CCNC(=O)C2CC=CCC2C(=O)OC(C)C)cc1OCC (stereo not given)
    -2.7	1.6	2.0	-1.3	-4.4	0.0	15.2	-0.2	-12.3
Cc1ccc(S(=O)(=O)N(CCO)Cc2ccccc2)cc1
    9.2	-2.1	-2.2	9.9	-5.0	0.0	14.7	1.8	-5.6
CCOc1ccc(C(=O)O)cn1
    -0.4	5.3	-8.5	2.4	1.8	0.2	-3.0	-1.0	-6.8
O=C(CN1CCN(c2ccc(O)cc2)CC1)Nc1cc(S(=O)(=O)N2CCCC2)ccc1Cl
    1.1	-1.7	-1.2	23.0	0.6	0.0	13.8	3.2	24.6
O=C(COc1c(Br)cc(Br)c2cccnc12)N1CCc2ccccc2C1
    5.3	3.4	4.5	0.9	1.7	0.0	-8.0	-0.9	13.0
CC(C)Oc1cccc(-c2cc(C(=O)NC(=S)N(C)c3ccccc3C(=O)O)c3ccccc3n2)c1
    -5.2	2.8	-1.7	0.1	1.6	0.7	-19.0	-5.0	1.9
CC(NC(=O)C1CCN(S(=O)(=O)c2ccc3c(c2)NC(=O)CO3)CC1)c1ccccc1 (stereo not given)
    -1.4	2.1	-0.9	-3.7	-0.5	0.0	-0.2	1.8	-10.8
Cn1c(=O)c2cc(S(=O)(=O)NCCC(=O)NC3CCCCCC3)ccc2n(C)c1=O
    0.9	1.1	-5.9	3.8	-0.2	0.0	21.2	5.1	1.4
CC(C)N=C(Nc1ccccc1)c1cccnc1
    3.3	2.9	2.5	-7.4	-1.1	-0.2	19.9	8.0	-9.9
CCC1SC2=NC(C)=C(C(=O)OC)C(c3cccs3)N2C1=O (stereo not given)
    0.2	-0.5	-0.9	-2.6	-3.0	-0.1	6.6	2.9	-0.7
Cn1c(=O)[nH]c(=O)c2c1nc(CN1CCN(Cc3ccccc3)CC1)n2CC(N)=O
    -3.7	-5.8	-11.5	9.4	2.4	0.1	10.7	-4.8	1.9
CCOc1ccc2cc(C(=O)c3ccccc3)c(=O)oc2c1
    1.3	3.7	0.8	8.8	-3.8	0.1	-5.8	8.9	6.0
Brc1ccc2c(c1)OCCOCCOc1cc(Br)ccc1OCCOCCOCCO2
    -1.6	5.0	0.5	-5.4	-7.1	-0.4	5.7	0.1	4.4
Cc1ccc(NC(=O)COC(=O)[C@H](C)N2C(=O)C3CC=CCC3C2=O)cc1S(=O)(=O)N(C)C (stereo not given in full)
    -2.8	0.8	-4.5	1.2	-1.8	0.0	-0.6	2.2	-0.1
Nc1c(C(=O)Nc2ccccc2)sc2nc3c(c(-c4ccco4)c12)CCCC3
    2.5	1.9	-0.4	-1.6	6.5	0.1	26.7	-8.7	3.8
CC(C)Cc1ccc(CN2CCCC(NC(=O)CSc3nncn3C)C2)cc1 (stereo not given)
    -3.5	3.7	-5.5	-9.8	1.3	-0.1	5.8	-0.9	7.9
CCN(CC)CC(=O)Nc1ccc([N+](=O)[O-])cc1
    -5.7	-0.9	-2.1	13.6	-1.1	-0.2	-1.8	3.0	-1.5
Cc1ccc2cc3c(N)c(C(=O)N4CCOCC4)sc3nc2c1
    -2.2	2.5	-2.1	15.6	3.5	-0.4	8.0	3.9	-28.0
O=C(CN(C(=O)c1csnn1)c1cccc(C(F)(F)F)c1)NC1CCCC1
    4.1	1.5	-1.7	-0.6	4.0	0.4	12.3	-5.6	-20.1
C=C(C)CSc1nc(N)cc(=O)[nH]1
    -3.3	-2.1	-2.6	-8.5	-7.5	0.0	-1.0	6.1	-0.3
C=CCSc1nc(C)c(CC(=O)OCC(C)C)c(=O)[nH]1
    2.2	-2.9	-1.7	-4.8	-17.4	-0.2	-2.4	-3.5	3.3
Cc1oc(C)c(C(=O)O)c1C(=O)O
    -7.5	-2.4	0.0	8.3	-3.8	-0.1	-3.6	-4.9	0.7
N=C1C(c2ccccc2)=C(O)CN1c1cccc(S(=O)(=O)N2CCOCC2)c1
    -3.9	-0.3	-1.0	-9.0	0.8	0.4	0.4	2.2	-6.8
O=C(NCC1CCCO1)/C(=C/c1ccc(Cl)cc1)NC(=O)c1ccccc1 (stereo not given)
    2.6	-0.3	-2.6	7.5	0.0	2.6	13.5	1.2	-4.5
CN(C)c1ccc(/C=N/NC(=O)c2cc(=O)[nH]c3ccccc23)cc1
    4.0	-0.1	-2.5	0.6	-1.4	0.1	-1.2	2.8	-12.7
COc1ccccc1NS(=O)(=O)c1cc(NC(C)=O)ccc1N1CCCCC1
    1.4	4.7	0.1	-24.1	3.2	0.0	1.8	0.0	2.9
COc1ccc(/C=C(\C#N)c2cc(OC)c(OC)cc2[N+](=O)[O-])cc1
    -2.9	0.5	2.8	-8.4	-3.3	0.0	2.3	9.2	-0.7
COc1ccc(NC(=O)C2CCN(S(C)(=O)=O)CC2)cc1Cl
    -2.2	0.8	-4.6	1.7	-3.8	0.0	2.0	-3.0	11.6
CCc1cc[n+](-c2nc3ccccc3nc2[N-]S(=O)(=O)c2ccc(Br)s2)cc1
    -0.8	0.5	3.7	-3.7	-12.6	0.1	7.8	-5.0	13.3
O=C(N/C(=C\c1ccc([N+](=O)[O-])cc1)C(=O)N1CCOCC1)c1ccccc1
    3.3	-1.9	-3.7	7.7	1.6	0.0	0.8	3.9	0.1
CCOC(=O)c1c(NC(C)=O)sc2c1CCCNC2=O
    -3.0	1.2	0.4	-1.1	-4.0	0.0	2.5	-5.2	1.6
Cn1nc(-c2ccccc2)c(COC(=O)c2cccc(Cl)c2)c1S(=O)(=O)c1ccccc1
    0.9	0.7	-4.6	-5.3	-1.5	0.3	-6.6	9.7	2.0
CCCc1cc(=O)[nH]c(SCC(=O)Nc2nc3ccc(OCC)cc3s2)n1
    1.6	-2.5	-2.3	-2.2	-1.5	-0.1	4.6	-0.6	3.5
O=C(CCSc1ccc(Cl)cc1)NC1CCCC1
    -2.1	1.2	0.7	22.8	2.7	0.0	-5.0	-6.7	-9.1
O=C(Nc1cc2ccccc2oc1=O)C1CCCCC1
    2.6	0.6	-1.8	4.6	-0.3	0.0	7.5	7.8	-5.2
CCN(C(=O)C1CCCN(c2ncnc3c2nc2n3CCCCC2)C1)c1cccc(Cl)c1 (stereo not given)
    1.4	0.8	-1.1	-1.6	3.1	0.2	16.6	-2.2	6.2
COc1ccccc1-c1nnc2sc(-c3cc4ccccc4o3)nn12
    1.6	0.1	-3.8	-5.4	-4.2	0.0	25.5	-0.9	14.4
FC(F)(F)c1ccc(C2[C@H]3CN(Cc4ccc(-c5ccccc5)cc4)[C@H](c4ccccc4)C34CC2(c2cccnc2)C4)cc1 (stereo not given in full)
    -2.4	0.8	3.2	4.5	-2.8	0.1	-4.9	-4.4	11.0
Cc1ccc(Nc2ccccc2N)cc1
    -0.1	0.2	-0.5	-2.0	38.5*	-0.1	47.5*	11.1	-4.7
CC(NC(=O)c1ccc(S(=O)(=O)NCc2ccco2)cc1)c1ccc(F)cc1 (stereo not given)
    x	-0.3	4.5	-5.3	x	0.1	10.2	-0.7	x
Cc1cccc(NC(=O)c2cnc3scc(C)n3c2=O)c1
    2.2	2.9	-4.3	-12.3	-0.1	0.3	-1.2	-2.6	-40.6
O=C1c2ccccc2C(=O)N1OCCOCCOCCBr
    -0.1	-2.2	0.4	21.9	-2.8	-0.2	6.9	-4.5	-5.4
CCn1c(C(O)c2cc(OC)c(OC)c(OC)c2)nc2ccccc21 (stereo not given)
    -2.2	-4.4	2.7	2.4	-0.8	0.0	-1.8	-4.0	10.2
O=C(Nc1ccc(NC(=O)c2ccco2)cc1)c1ccco1
    -2.0	1.2	-3.1	8.4	-4.5	0.0	-2.9	4.5	-0.2
Cc1onc(-c2ccccc2Cl)c1C(=O)NCc1nc(-c2ccc(C(F)(F)F)cc2)no1
    -0.2	3.9	4.2	-8.4	-1.1	0.1	-5.7	-8.4	-1.9
CCNc1oc(-c2cccc3ccccc23)nc1C#N
    9.0	-0.2	1.2	30.7	-2.0	0.0	14.6	8.1	2.5
CCC1SC(N)=NC1=O (stereo not given)
    -2.7	0.8	0.7	-24.0	-1.6	0.1	-4.0	-4.0	-4.3
O=C1Cc2cc([N+](=O)[O-])ccc2N1c1c(Cl)cccc1Cl
    5.8	1.5	0.1	2.4	1.6	0.0	-0.3	-2.3	9.9
CC(C)CNC(=O)c1cccc(NC(=O)c2ccccc2-c2ccccc2C(=O)O)c1
    0.8	1.9	-8.3	-0.2	-2.3	-0.1	5.8	3.6	7.8
O=C(c1ccc2c3c(cccc13)CC2)C1CCCN(Cc2cccnc2)C1 (stereo not given)
    -1.4	1.1	1.8	-16.0	2.6	0.0	-3.8	-3.6	5.9
CC(C)CC(=O)Nc1ncc([N+](=O)[O-])s1
    0.9	-2.0	-2.7	7.7	-3.5	0.0	-1.2	4.4	5.3
CCOc1ccc(C(C)=O)cc1Cc1c(O)nc(N)[nH]c1=O
    -3.7	-0.2	-3.0	-4.2	-4.1	0.0	0.8	-3.1	1.8
CCC(=O)Nc1ccc(NC(=O)CSc2nnc(C(C)C)n2C)cc1
    -2.6	0.1	-4.6	-5.7	-0.4	0.0	-3.2	4.2	-4.7
CCOc1ccc(C(=O)CCC(=O)N(CC)CC(=O)NCc2cccs2)cc1
    2.7	2.6	-3.4	-16.9	6.5	0.1	13.3	-1.5	2.1
CCCN(CC(=O)Nc1cc(Cl)ccc1Cl)C(=O)c1ccccc1SCC(=O)N1CCCC1
    -0.3	0.7	-4.7	-24.4	1.1	0.1	18.4	-9.1	7.0
CC(C)c1cccc(C(C)C)c1NC(=O)COc1nncc2ccccc12
    -5.5	0.6	-1.8	5.4	-2.0	0.1	1.8	-5.5	-10.8
N#CCCN(C(=O)COC(=O)CNC(=O)c1ccc(-c2ccccc2)cc1)c1ccc(F)cc1
    -5.4	1.1	-8.1	-2.5	-2.5	0.0	23.3	1.3	5.1
CCOC(=O)c1c(NC(=O)COC(=O)c2nc(Cl)ccc2Cl)sc(C(=O)NC)c1C
    -3.8	1.8	-5.4	0.6	-4.6	0.1	-1.0	4.8	3.3
CCOC(=O)Cn1c2[n+](c3ccccc31)CC(O)CS2 (stereo not given)
    2.8	-1.5	0.4	-8.6	0.2	0.1	12.6	3.3	-12.8
O=C(Nc1nc(COc2ccccc2)cs1)C12CC3CC(CC(C3)C1)C2
    -1.7	1.7	6.3	4.4	0.1	-0.1	9.2	-15.7	9.5

Some of the compounds tested, so the mix of outcomes need not match the whole.
